Source: PubChem
Yeast superoxide: lowers age-related superoxide in aged yeast cells; S. cerevisiae aged cells, superoxide DHE fluorescence; active compounds read low; superoxide response (% of plate mean), % at 10 µM; actives 0.18% (n = 330,000);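 active = superoxide response under a set limit, about three screen SD below normal, cut at about 65% in these data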;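 also: yeast aged for seven days with compound at 30 °C before DHE staining; 100% = average MFI of all compound-treated wells on the plate with controls excluded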
PP1 counter: PP1-alpha (human) inhibition in PP5 counter-screen | P62136 | purified PP1alpha, OMFP fluorescence | inhibition, % at 6.7 µM | actives 0.9% (n = 320,000) | AID 2235;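 active = inhibition above the mean inhibition of all tested compounds plus 3 SD, computed separately for each screening campaign, cut at about 15% in these data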
GASC-1 inh: human JMJD2C demethylase inhibition; Q9H3R0; GST-JMJD2C(1-420) H3K9me3 demethylation, DELFIA europium; inhibition, % at 2.35 µM; actives 0.069% (n = 330,000); AID 2099;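 active = more than half of a compound's replicate wells show inhibition beyond 50%, single wells judged on their own value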;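 also: signal counts dimethyl H3K9 product captured on neutravidin plate; 0% = median of DMSO wells and 100% = 0.3 times that DMSO median; strong numbers were not always called active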
PP5 primary: PP5 (human) phosphatase inhibition; P53041; purified PP5c, OMFP substrate fluorescence; inhibition, % at 6.7 µM; actives 0.18% (n = 320,000); AID 1987;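 active = inhibition above the campaign's mean inhibition across all tested compounds plus 3 SD, cut at about 9.5% in these data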;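 also: 0% = DMSO only and 100% = 100 µM cantharidin control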
Target sequence (P53041 whole entry, looked up): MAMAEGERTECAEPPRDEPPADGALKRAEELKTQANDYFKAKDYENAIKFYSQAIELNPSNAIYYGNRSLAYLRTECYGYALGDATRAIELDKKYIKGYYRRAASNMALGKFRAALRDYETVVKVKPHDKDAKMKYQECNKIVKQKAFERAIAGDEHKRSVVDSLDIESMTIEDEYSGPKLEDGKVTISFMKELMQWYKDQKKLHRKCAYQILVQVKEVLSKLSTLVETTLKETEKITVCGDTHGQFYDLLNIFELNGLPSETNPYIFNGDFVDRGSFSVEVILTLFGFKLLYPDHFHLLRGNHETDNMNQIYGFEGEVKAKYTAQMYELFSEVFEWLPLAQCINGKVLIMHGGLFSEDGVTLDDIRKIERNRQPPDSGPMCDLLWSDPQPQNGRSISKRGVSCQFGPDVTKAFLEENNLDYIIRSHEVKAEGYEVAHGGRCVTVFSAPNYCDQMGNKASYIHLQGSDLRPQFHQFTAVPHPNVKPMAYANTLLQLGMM
core dimer inh: HCV core protein dimerization inhibition | AID 1899 | inhibition, % at 5 µM | actives 0.33% (n = 300,000) | TR-FRET GST/Flag-core106 dimerization, 1536-well;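 active = inhibition above the mean of all tested compounds plus 3 SD, set per screening campaign, cut at about 45% in these data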
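Assay system: Tagged HCV core106 pair (GST and Flag) | Buffer or medium: KF-containing HEPES buffer, pH 7.45, DTT, CHAPS, BSA | Also added: Eu donor and XL665 acceptor anti-tag antibodies | Dosing: One concentration, 5 µM, in 0.5% DMSO | Timing: 4 h at 22.5 °C | Technique: TR-FRET 671 and 617 nm emission | Repeats: Singlicate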
EBNA-1 inh: blocks EBNA-1 binding to DNA. actives 0.34% (n = 300,000). inhibition, % at 14.8 µM. EBNA-1 DNA binding, fluorescence polarization; in the data active = inhibition above about 28%
TPT1 inhibitor: C. albicans TPT1 enzyme inhibition; recombinant caTPT1, FP RNA substrate dephosphorylation; inhibition, % at 5 µM; actives 0.81% (n = 300,000);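 active = inhibition above the mean of all tested compounds plus 3 SD, set per screening campaign, cut at about 24% in these data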;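 also: plate controls were DMSO alone for no effect and ferristatin control at 100 nM for full effect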
ZTA DNA inh: blocks Epstein-Barr virus ZTA, an EBNA-1 counter-screen | actives 0.15% (n = 320,000) | inhibition, % at 11 µM | ZTA-DNA binding, fluorescence polarization | P03206; in the data active = inhibition above about 33%
Target sequence (P03206 whole entry, looked up): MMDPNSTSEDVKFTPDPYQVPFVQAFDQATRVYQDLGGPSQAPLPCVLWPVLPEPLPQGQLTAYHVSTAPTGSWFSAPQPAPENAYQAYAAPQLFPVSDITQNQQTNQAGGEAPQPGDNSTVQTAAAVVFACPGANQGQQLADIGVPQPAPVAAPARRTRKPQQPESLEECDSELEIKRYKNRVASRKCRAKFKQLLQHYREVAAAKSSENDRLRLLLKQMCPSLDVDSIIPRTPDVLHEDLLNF
CTSL1 counter: counter-screen for PFM18AAP inhibitors: inhibitors of F. hepatica cathepsin L1 | recombinant F. hepatica cathepsin L1, Z-Leu-Arg-MCA fluorescence | inhibition, % at 5.96 µM | actives 0.49% (n = 300,000);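 active = inhibition above the mean of all tested compounds plus 3 SD, set per screening campaign, cut at about 17% in these data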;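 also: 0% = plate median of test compound wells and 100% = 1 µM Z-Phe-Ala-diazomethylketone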
The depositor's hits bear a star; x = not tested or not shown; & = joins results of further samples.

SMILES	Yeast superoxide	PP1 counter	GASC-1 inh	PP5 primary	core dimer inh	EBNA-1 inh	TPT1 inhibitor	ZTA DNA inh	CTSL1 counter
CN(C)CCCNC(=O)/C(=C\C=C\c1ccccc1)NC(=O)c1ccc([N+](=O)[O-])cc1	99	-2	6	-1.4	-7	-2	-3	7	-1
COc1ccc(/C=C/C(=O)c2ccc([N+](=O)[O-])o2)cc1	100	-1	-1	1.0	5	-5	2	-3	2
Cc1cc2ccccc2n2c(SCC(=O)N3CCc4ccccc4C3)nnc12	98	3	10	1.3	13	-10	-1	-7	3
CCN(CC)CCNC(=O)C1c2ccccc2Oc2ccccc21	96	2	1	2.3	-18	7	2	1	1
CCOC(=O)c1cnn(-c2nc(SC)nc3sc4c(c23)CCC4)c1N	95	5	-9	-1.2	80*	4	0	-3	-2
CCOc1ccc(CCNC(=O)Cc2ccc(NC3=NC4CS(=O)(=O)CC4S3)cc2)cc1 (configuration not stated)	114	1	-4	-0.1	1	-21	5	3	-1
CC(=O)c1cc2c(C)c(C(=O)c3ccccc3)oc2cc1O	99	4	7	5.3	0	-10	0	4	0
CCCCN1CNC(=S)N(c2ccc(C(=O)OCC)cc2)C1	107	-2	9	0.8	-2	-4	-4	-3	-3
c1ccc(-c2cnn3nnnc3n2)cc1	103	-1	8	2.0	-6	11	-1	16	1
COC(=O)c1sc(NC(=S)NC(=O)c2ccccc2Cl)nc1C	98	-2	-5	0.5	13	3	2	3	0
CCCCC1(C)Cc2ccccc2C(=S)N1 (configuration not stated)	90	1	4	-1.1	-1	4	-3	3	-3
CCN(CC)c1ccc(C(=O)NC(=S)N2CCN(Cc3ccc4c(c3)OCO4)CC2)cc1	100	4	1	4.5	10	4	3	3	1

An excerpt from above with just TPT1 inhibitor:
SMILES | TPT1 inhibitor
COc1ccc(/C=C/C(=O)c2ccc([N+](=O)[O-])o2)cc1 | 2
Cc1cc2ccccc2n2c(SCC(=O)N3CCc4ccccc4C3)nnc12 | -1
CCN(CC)CCNC(=O)C1c2ccccc2Oc2ccccc21 | 2
CCOC(=O)c1cnn(-c2nc(SC)nc3sc4c(c23)CCC4)c1N | 0
CCOc1ccc(CCNC(=O)Cc2ccc(NC3=NC4CS(=O)(=O)CC4S3)cc2)cc1 (configuration not stated) | 5

The main list resumes, repeating the three entries before the break.
SMILES	Yeast superoxide	PP1 counter	GASC-1 inh	PP5 primary	core dimer inh	EBNA-1 inh	TPT1 inhibitor	ZTA DNA inh	CTSL1 counter
COC(=O)c1sc(NC(=S)NC(=O)c2ccccc2Cl)nc1C	98	-2	-5	0.5	13	3	2	3	0
CCCCC1(C)Cc2ccccc2C(=S)N1 (configuration not stated)	90	1	4	-1.1	-1	4	-3	3	-3
CCN(CC)c1ccc(C(=O)NC(=S)N2CCN(Cc3ccc4c(c3)OCO4)CC2)cc1	100	4	1	4.5	10	4	3	3	1
C#Cc1ccc(CN2CCC(N3CCC(C(=O)NCc4ccccn4)CC3)CC2)cc1	107	-4	0	-1.2	-5	-1	6	4	-5
O=C1NC(c2ccc(Br)cc2)Nc2ccccc21 (configuration not stated)	105	-4	20	0.6	2	-2	-1	5	-2
O=C(CSc1nnc(-c2ccc(NS(=O)(=O)c3ccccc3)cc2)o1)NCC1CCCO1 (configuration not stated)	99	4	0	-2.1	2	7	-1	8	6
COc1cccc(NC(=O)COC(=O)c2ccco2)c1	84	0	14	0.6	1	2	2	0	-7
CCN=c1sc2ccccc2n1CC(O)COc1ccccc1 (configuration not stated)	101	-1	-1	3.2	-7	6	1	-4	2
CCc1cc2c(=O)c(-c3cscn3)coc2cc1O	104	3	13	2.5	-3	-10	0	3	-1
COc1ccccc1N1C(=O)S/C(=C\c2cccs2)C1=O	101	2	-2	1.4	-7	4	-1	-15	5
CC1CCN(S(=O)(=O)c2ccc3c(ccn3CC(=O)O)c2)CC1	101	-2	-3	1.9	8	0	-2	3	3
O=C(CNC(=O)c1ccco1)OCc1cccc(Cl)c1	98	2	-20	2.0	4	-5	0	1	-3
CCOc1ccc(S(=O)(=O)N2CCN(c3ccc(OC)cc3)CC2)c2cccnc12	100	-1	-1	1.9	9	1	0	-1	1
O=C(CN1C(=O)CSc2ncccc21)N1CCOCC1	116	2	3	1.2	4	-7	-3	10	2
O=c1c2ccccc2nc(SCc2cccc(F)c2)n1C1CCCC1	109	0	-3	1.1	-3	-4	-1	-6	-3
CC(=O)Nc1cccc(N/C=C(\C=O)c2nc3ccccc3o2)c1	114	-2	-5	2.2	8	-1	10	19	-4
O=C(COc1cc([N+](=O)[O-])cc2cccnc12)NCCC1=CCCCC1	115	7	0	5.0	-1	-5	0	-10	-3
S=C1N(c2ccccc2)C(c2ccc(Cl)cc2)N2CCCN12 (configuration not stated)	83	2	0	2.1	-4	-4	-5	1	2
S=c1[nH]nc(-c2ccccc2)n1/N=C/c1cccs1	113	4	-5	0.9	-14	0	-3	-14	-1
O=C(/C=C/c1ccco1)c1ccccc1O	95	-2	-1	3.3	2	-15	-2	-7	-2
Cc1ccc(S(C)(=O)=O)cc1C(=O)OCC(=O)N(Cc1ccccc1)Cc1ccccc1	102	-5	x	3.9	x	x	x	-4	x
C=CCSc1nnc(-c2cc3c(C(F)(F)F)nn(C)c3s2)n1C	100	0	-12	3.9	-3	-9	0	-2	-2
CCCNC(=O)Nc1cc(S(=O)(=O)CC)ccc1O	110	-2	-19	-1.7	-1	-3	-2	-10	-4
CCCCC(NC(=O)Cc1c(C)c2cc3c4c(oc3cc2oc1=O)CCCC4)C(=O)O (configuration not stated)	106	-2	4	3.6	5	9	2	-7	0
CC(C)OC(=O)C1C(=O)CC(C)(O)C(C(=O)OC(C)C)C1c1ccc([N+](=O)[O-])cc1 (configuration not stated)	91	-3	2	-0.9	-2	-2	-2	3	6
Cn1cc(C(c2ccccc2OCC(=O)O)c2cn(C)c3ccccc23)c2ccccc21	101	8	-15	3.8	18	2	-3	-17	4
Cc1ccccc1NC(=O)CSc1nc(N)c(C#N)c(-c2cccs2)c1C#N	105	12	3	1.1	18	-6	1	-4	1
CC(NC(=O)c1nn(C)c(=O)c2ccccc12)c1ccc(F)cc1 (configuration not stated)	93	-3	4	0.9	3	0	-1	-11	6
COc1ccc(CNC(=O)C(C)Cc2ccccc2)cc1O (configuration not stated)	108	-5	2	2.4	-3	-3	0	7	-4
O=c1c2cn[nH]c2nc(SCc2c(F)cccc2F)n1-c1ccc(Cl)cc1	88	3	-15	2.3	8	-7	-7	3	-1
COC(=O)C1=C(C)N(CCCC(=O)O)C(=O)NC1c1ccc(Br)cc1 (configuration not stated)	93	5	-4	-0.1	-4	5	-2	5	-1
COc1ccc(N2C(=O)CS(=O)C(c3ccccc3)C2=O)cc1 (configuration not stated)	111	-5	-5	2.6	-2	1	6	-3	-14
Cc1ccc(CNC(=O)C2CCN(S(=O)(=O)c3cccs3)CC2)cc1	118	-5	3	3.0	0	-28	-2	-8	0
O=C(/C(=C(\[O-])c1ccccc1)[n+]1ccc2ccccc2c1)c1ccc([N+](=O)[O-])cc1	87	-4	-1	-2.3	-5	1	1	8	3
CN(CC(=O)Nc1ccc(F)cc1)C(=O)COC(=O)COc1ccc(C#N)cc1	87	-1	15	-1.6	-2	9	-1	3	1
O=C(COc1ccc(Cl)cc1Cl)NCCCCc1ccccc1	91	5	4	4.5	-1	10	3	-1	0
COc1ccc(N(Cc2ccccc2)N=O)cc1	91	-2	-8	-1.7	3	6	-1	3	-1
COc1cc(CNc2ncn[nH]2)ccc1OCC(=O)NC(C)(C)C	116	-4	-1	-0.6	-1	0	2	-7	3
Cc1ccc(S(=O)(=O)N2CCC(C(=O)OC(C)C(=O)NCc3ccccc3)CC2)cc1C (configuration not stated)	109	0	8	2.3	5	-4	2	0	1
COc1ccc(CNC(=O)CSc2nnnn2-c2ccc(O)cc2)cc1	99	1	-4	2.0	-2	-5	-1	-15	2
Cc1ccc(C(=O)NCc2nnc(SCC(=O)Nc3sc4c(c3C#N)CCCC4)n2C)cc1	93	2	21&5	0.5	15	8	0	-1	4
Cc1ccc(S(=O)(=O)Nc2ccc(Br)cc2/C=N/n2cnnc2)cc1	96	4	-10	4.2	2	-3	7	16	-1
COc1ccccc1-c1nnc(SCC(=O)Nc2cc(C)on2)o1	79	-4	4	-1.3	3	-8	0	3	2
Cc1ccc(S(=O)(=O)CC(=O)Nc2nccs2)cc1	102	-7	10	0.8	4	0	1	-6	-1
Fc1cccc(CN2CCN(c3ncccn3)CC2)c1	104	-1	-1	2.0	-1	6	1	6	1
NC(=O)COc1cccc(/C=N/NC(=O)c2ccc(-n3cccc3)cc2)c1	86	-4	11	0.6	0	13	0	6	3
C=CCn1c(=O)c2c(nc3n2CCCN3CCc2ccccc2)n(C)c1=O	104	-1	3	1.5	-5	0	0	10	3
CC1(C)Cc2cccc(OCC(=O)Nc3ccccc3N3CCOCC3)c2O1	103	-5	-22	3.7	-3	-10	-1	-29	-4
CCC(C)(C)n1nnnc1C(c1ccc(OC)cc1)N1CCN(C(=O)c2ccco2)CC1 (configuration not stated)	115	0	12	0.2	12	-3	0	12	0
CCOC(=O)C(NC(=O)c1ccccc1F)(Nc1cc(C)on1)C(F)(F)F (configuration not stated)	92	0	-1	3.0	-9	9	-3	1	1
CCC1CCCCN1CCCNC(=O)C1CCC(CNS(=O)(=O)c2c(C)cc(C)cc2C)CC1 (configuration not stated)	89	1	-22	-0.9	-3	-5	0	11	2
Cc1cc(C)n(Cc2ccc(NC(=O)c3nn(C)cc3[N+](=O)[O-])cc2)n1	143	-7	3	9.1	6	-17	-1	-8	-10
Cc1ccc(S(=O)(=O)/N=C(/Nc2cccc3ccccc23)c2ccc(F)cc2)cc1	108	0	-11	0.7	8	-9	0	0	1
COc1ccc(N(CC(=O)Nc2ccccc2C(=O)N2CCOCC2)S(=O)(=O)c2ccc(F)cc2)cc1	96	0	31	3.1	4	2	-3	11	2
CCC1(C)Cc2nc3[nH]c(=S)n(-c4ccccc4C)c(=O)c3cc2CO1 (configuration not stated)	101	-3	5	-1.4	0	-4	2	-5	-3
O=C1NC(N2CCOCC2)=N/C1=C/c1ccc2c(c1)OCO2	109	1	13	-1.7	-4	0	1	6	1
COc1cccc2c(=O)cc(C)n(CC(=O)Nc3ccccc3C)c12	116	-6	6	2.1	4	1	5	6	-2
O=C(O)C1=CCCN(CCON=C(c2ccccc2)c2ccccc2)C1	100	-1	7	-0.2	11	-7	-3	-2	0
CCCCCN(C(=O)CCC(=O)OC(C)C(=O)NCc1ccccc1)c1c(N)n(CCCC)c(=O)[nH]c1=O (configuration not stated)	92	-8	3	0.0	1	-12	-1	6	3
CCOC(=O)c1ccccc1NC(=O)CSc1nnnn1C1CCCCC1	115	1	1	3.1	7	-2	0	-15	0
CN=Cc1c(NC)nc2c(C)cccn2c1=O	111	-4	-1	-2.0	-1	0	1	-1	4
N#Cc1ccc(C23CC4(C2)[C@H](CN(CC2CCCCC2)[C@@H]4c2ccccc2)C3c2ccc(Cl)nc2)cc1 (some centres not stated)	101	1	6	-0.1	11	5	-5	3	0
CCCc1[nH]n(-c2ccc([N+](=O)[O-])cc2)c(=O)c1C=NCCc1ccc(OC)c(OC)c1	94	-3	-2	-0.6	-1	-10	-7	0	1

Outcome played no part in choosing rows, and some 3.1% of all compounds hit somewhere here.
